# EPAC1 antag – qHTS for Antagonist of cAMP-regulated guanine nucleotide exchange factor 3 (EPAC1): primary screen | Rap guanine nucleotide exchange factor 3 (Homo sapiens), O95398 | EPAC1 GEF assay, Rap1b-BODIPY-GDP exchange fluorescence | Potency, µM (highest dose often 115 µM), inactives show at the top dose activity change, negative = inhibition, hits mostly inhibitors | 360,000 compounds, 0.14% hits;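 note: potency is the fitted concentration of half-maximal effect; plate controls were vehicle for no effect and positive control for full effect; nearly all actives have a fitted effect of over 50% in size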
# Target sequence (O95398 whole entry, looked up): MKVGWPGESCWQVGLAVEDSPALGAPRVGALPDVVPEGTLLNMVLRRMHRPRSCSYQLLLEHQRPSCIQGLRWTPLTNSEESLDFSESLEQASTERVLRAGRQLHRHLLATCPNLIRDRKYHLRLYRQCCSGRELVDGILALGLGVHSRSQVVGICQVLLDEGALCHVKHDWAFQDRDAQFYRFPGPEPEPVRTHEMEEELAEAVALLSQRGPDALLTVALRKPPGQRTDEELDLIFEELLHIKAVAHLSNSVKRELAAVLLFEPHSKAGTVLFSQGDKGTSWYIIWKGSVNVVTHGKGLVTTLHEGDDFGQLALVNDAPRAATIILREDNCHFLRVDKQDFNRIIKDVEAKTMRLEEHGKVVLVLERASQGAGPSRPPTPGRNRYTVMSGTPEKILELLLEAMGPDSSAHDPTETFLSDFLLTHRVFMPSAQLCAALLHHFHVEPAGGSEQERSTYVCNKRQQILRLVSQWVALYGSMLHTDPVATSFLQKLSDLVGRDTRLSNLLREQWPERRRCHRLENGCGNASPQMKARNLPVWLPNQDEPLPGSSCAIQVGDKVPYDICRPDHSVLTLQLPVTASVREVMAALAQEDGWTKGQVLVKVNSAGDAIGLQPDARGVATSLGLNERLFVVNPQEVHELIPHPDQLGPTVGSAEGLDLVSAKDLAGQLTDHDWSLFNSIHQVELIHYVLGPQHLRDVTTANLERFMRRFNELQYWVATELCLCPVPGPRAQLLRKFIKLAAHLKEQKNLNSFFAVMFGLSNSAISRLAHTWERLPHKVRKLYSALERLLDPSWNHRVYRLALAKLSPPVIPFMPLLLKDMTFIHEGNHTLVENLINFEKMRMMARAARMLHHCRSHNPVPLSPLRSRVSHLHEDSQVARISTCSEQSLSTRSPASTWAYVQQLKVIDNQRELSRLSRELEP
# EPAC1 ag – qHTS for Agonist of cAMP-regulated guanine nucleotide exchange factor 3 (EPAC1): primary screen | Potency, µM (titrated, usually from 154 µM), without a hit: at the highest dose activation, most hits filed as activators | 360,000 compounds, 0.073% hits | Rap guanine nucleotide exchange factor 3 (Homo sapiens), O95398 | EPAC1 agonist qHTS, biochemical assay; response scale: 100% = response to 6.5 mM cAMP | AID 720707, 2013; note: potency is the fitted concentration of half-maximal effect; nearly all actives have a fitted effect of over 60% in size
#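 Compounds were pinned as a concentration titration into mixtures of EPAC1 (100 nM), BODIPY-GDP-loaded Rap1B (250 nM) and GDP (50 uM). After 5 min at room temperature, fluorescence was followed for 30 min; activity was scaled to 6.5 mM cAMP.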
# GLP1R cytotox – qHTS of GLP-1 Receptor Inverse Agonists: Cytotox Screen. Potency, µM (doses to about 38.3 µM), for inactives: at the highest dose activity change, negative = inhibition, hits mostly inhibitors. 410,000 compounds, 0.13% hits. HEK293 cAMP-luciferase reporter cells, luminescence, 24 h;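 note: loss of luciferase light is scored as toxicity; potency is the fitted concentration of half-maximal effect; % is set by controls: 0 for no effect and ±100 for the full control effect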
#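 Quantitative HTS format, 1536 wells, 200 cells/uL seeded. Compounds: 23 nL, 24 h, 37 °C. Detection: luciferase reagent, luminescence at 12 min RT; decreased signal taken as cytotoxic.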
# PI5P4Ka inh – qHTS for Inhibitors of phosphatidylinositol 5-phosphate 4-kinase (PI5P4K). 330,000 compounds, 1.2% hits. AID 652105, 2013. max response, %. PI5P4Kalpha enzyme, ADP-Glo luminescence, 60 min; stronger effect = lower value. Phosphatidylinositol 5-phosphate 4-kinase type-2 alpha (Homo sapiens), P48426; active = max response of -50% or lower; inconclusive = between -30% and -50%; inactive = -30% or higher; note: value at the top dose of about 77 µM; % is set by controls: 0 for no effect and ±100 for the full control effect
#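 Enzyme plus substrate dispensed, test compounds pinned in, then ATP (5 microM final) added. After 60 min at RT, ADP-Glo reagent 1 for 45 min and reagent 2 for 30 min preceded luminescence imaging.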
# GLP-1R inv ag – qHTS of GLP-1 Receptor Inverse Agonists (Inhibition Mode). Glucagon-like peptide 1 receptor (Homo sapiens), P43220. HEK293 GLP-1R CRE-luciferase, luminescence, 24 h; GLP-1R form is constitutively active. Potency, µM (titrated, usually from 38.3 µM), without a hit: at the top dose activity change, negative = inhibition, hits mostly inhibitors. 410,000 compounds, 1.6% hits. AID 624417, 2012; note: potency is the fitted concentration of half-maximal effect; % is set by controls: 0 for no effect and ±100 for the full control effect; nearly all actives have a fitted effect of over 55% in size
#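 GLP-1R inverse agonism mode: basal reporter luminescence in engineered HEK293 cells measured after one day of compound exposure at 37 deg C, with a 12 min room-temperature detection step.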
# PTHR1 agonist – qHTS for PTHR1 Agonists: Primary Screen; Parathyroid hormone/parathyroid hormone-related peptide receptor (Homo sapiens), Q03431; HEK293 GP2 PTHR1 cells, GloSensor cAMP luminescence, 1 h; Potency, µM (top dose mostly 115 µM), inactives show at the top dose activation, usual class: activators; 410,000 compounds, 0.075% hits; note: potency is the fitted concentration of half-maximal effect; nearly all actives have a fitted effect of over 55% in size; some results filed as inactive show a strong effect at the top dose; inactives centre near -15; many of its hits are not listed in these tables
#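 HEK-293-derived GP2 cells expressing PTHR1 and a GloSensor cAMP reporter, 3,000/well, plated overnight, given luciferin plus IBMX (each 0.5 mM as added) for 1 h at 37 °C, then compound for 1 h at 37 °C. Luminescence was read after 15 min at room temperature.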
# GLP1R ag – qHTS of GLP-1 Receptor Agonists. Glucagon-like peptide 1 receptor (Homo sapiens), P43220. HEK293 GLP-1R CRE-luciferase, luminescence, 4-6 h; cells express a hypersensitive GLP-1R form. Potency, µM (doses to about 45.6 µM), without a hit: at the highest dose activation, actives largely listed as activators. 380,000 compounds, 0.007% hits. AID 624172, 2012; note: potency is the fitted concentration of half-maximal effect; % of control where 0% means no effect
# IL-2 act – qHTS of IL-2 Activators. IL-2 activation reporter assay, cell-based qHTS; stimulated with anti-CD3/CD4/CD28 beads; in transgenic mouse T cells. activation, % (series mostly up to about 46 µM). 360,000 compounds, 0.065% hits. AID 652025, 2013; in the data active = activation above about 50%; inconclusive = mostly about 30% to 49%; note: 0% is about no effect
#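 Readout: EGFP and DsRed signals by fluorescent plate cytometry. Unstimulated transgenic mouse T cells received compound 60 min before antibody-bead stimulation, then incubated 18 h at 37 degrees C.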
# PLK1 PBD block – qHTS for Inhibitors of PLK1-PDB (polo-like kinase 1 - polo-box domain): Primary Screen | Serine/threonine-protein kinase PLK1 (Homo sapiens), P53350 | Plk1 PBD binding of FITC phosphopeptide, fluorescence polarization | Potency, µM, for inactives: max response, negative = inhibition, most hits filed as inhibitors | 360,000 compounds, 2.8% hits | AID 720504, 2013; note: potency is the fitted concentration of half-maximal effect; series mostly up to about 57 µM; % is set by controls: 0 for no effect and ±100 for the full control effect; nearly all actives have a fitted effect of over 65% in size
# The depositor's hits bear a star; i = inactive; ? = inconclusive; · = not tested or not shown; [ ] = remark or other dose. Unless noted, calls come from the whole dose curve; as a rule, active = well fitted curve in the direction sought with a large enough effect; inconclusive = small, poorly fitted or top-dose-only effect, or another doubt; inactive = no such curve, though single readings can be large; an effect the other way counts as inactive or inconclusive. These rows are one share of the data; rates above refer to the full screens.
SMILES,EPAC1 antag,EPAC1 ag,GLP1R cytotox,PI5P4Ka inh,GLP-1R inv ag,PTHR1 agonist,GLP1R ag,IL-2 act,PLK1 PBD block
O=C(COC(=O)c1ccc(O)cc1)Nc1ccc(N2CCCCC2)cc1,-2%,-10%,9%,-2,-29%,i,-7%,-0.8,-6%
CCc1nc2ccc(C(=O)N(C)Cc3ccco3)cn2c1N(C)CCCc1ccccc1,-37%,1%,-10%,0,?,-47%[inhibitor],-2%,-0.8,-15%
CCN=C(N/N=C/c1ccc([N+](=O)[O-])cc1)SC,-17%,6%,-10%,·,4%,-12%,-2%,-1.1,?
CC1(C(=O)NS(=O)(=O)c2cccs2)CCN1C(=O)Cc1ccc(-c2ccccc2)cc1 (stereo not drawn),-10%,16%,1%,-1,-23%,-14%,2%,0.0,-1%
NS(=O)(=O)c1cccc(NC(=O)COC(=O)COc2ccc3ccccc3c2)c1,-16%,3%,0%,3,-8%,i,2%,-1.2,-19%
Cc1cc2cc(C#N)c(NCCNC(=S)NCCCN3CCOCC3)nc2cc1C,-7%,-9%,14%,8,?,-7%,13%,-4.3,-3%
Cc1sc2ncnc(N3CCN(c4ncccn4)CC3)c2c1C,0%,-1%,2%,0,-5%,-15%[57.5 µM],-2%,-0.6,-9%
COc1ccc(Cl)cc1NC(=O)COC(=O)CCNS(=O)(=O)c1cccs1,-5%,3%,5%,-11,11%,-2%,0%,0.0,-1%
Cc1[nH]c2ccccc2c1/C=N/Nc1nc2ccccc2[nH]1,-3%,11%,-27%,?,?,-13%,0%,-3.0,-3%
COc1cc(/C=C2\C(=O)N(c3cccc(C(=O)O)c3)N=C2C)ccc1OCc1ccccc1,?,-2%,-8%,-8,-14%,-33%[inhibitor],0%,-1.4,1.1µM*
C[N+]1(C)CC2([N+](=O)[O-])CC=C(Oc3ccccc3)C([N+](=O)[O-])(C2)C1 (stereo not drawn),-15%,-6%,4%,-4,5%,i,1%,-1.2,-13%
CCCCSc1nc(N)nc2c1ncn2C1OC(CO)C(O)C1O (stereo not drawn),-5%,4%,-5%,1,-12%,-19%,1%,0.9,-3%

# Of the compounds above, 2 have a nitro group on carbon.
SMILES,EPAC1 antag,EPAC1 ag,GLP1R cytotox,PI5P4Ka inh,GLP-1R inv ag,PTHR1 agonist,GLP1R ag,IL-2 act,PLK1 PBD block
CCN=C(N/N=C/c1ccc([N+](=O)[O-])cc1)SC,-17%,6%,-10%,·,4%,-12%,-2%,-1.1,?
C[N+]1(C)CC2([N+](=O)[O-])CC=C(Oc3ccccc3)C([N+](=O)[O-])(C2)C1 (stereo not drawn),-15%,-6%,4%,-4,5%,i,1%,-1.2,-13%

# Continuation:
SMILES,EPAC1 antag,EPAC1 ag,GLP1R cytotox,PI5P4Ka inh,GLP-1R inv ag,PTHR1 agonist,GLP1R ag,IL-2 act,PLK1 PBD block
CCC(=O)Nc1ccc(NC(=O)c2ccccn2)cn1,-15%,3%,1%,0,?,-8%,-12%,-3.5,-11%
O=S(=O)(NCC1CCN(c2ccc(S(=O)(=O)N3CCOCC3)cc2)CC1)c1ccccc1,-20%,-7%,-19%,-5,-15%,i,6%,-2.5,-23%
Cc1ccc(C)c(CN2C(=O)CSc3ccc(C(=O)NCc4ccc(F)cc4)cc32)c1,·,·,5%,·,8%,-24%,-1%,·,·
CCOc1cccc(/C=N/NC(=S)Nc2cc(S(=O)(=O)N3CCOCC3)ccc2N2CCOCC2)c1O,-25%,9%,-3%,-11,5µM*,-12%,1%,-0.3,10%
c1ccc(-c2noc(-c3ccc4ccccc4c3)n2)cc1,-1%,0%,-15%,·,0%,-14%[57.5 µM],-10%,4.6,-4%
CCOc1cccc(OCCNC2CCCC2)c1,4%,14%,2%,5,-3%,6%,6%,-0.9,-20%
Cc1c(CC(=O)NCC(=O)NCC(=O)O)c(=O)oc2cc3c(cc12)CCC(C)(C)O3,-1%,3%,4%,1,10%,-10%,-5%,-2.9,2%
CCOc1ccc(N2C(=O)CC(SCC(=O)O)C2=O)cc1 (stereo not drawn),-14%,-5%,-2%,-4,5%,-25%,-2%,1.2,-4%
COc1ccc(S(=O)(=O)Nc2ccc3c(c2)C(=O)N([C@H](C)CO)C[C@H](C)[C@@H](CN(C)S(=O)(=O)c2ccccc2)O3)cc1,-22%,-2%,-3%,2,16%,-8%,-4%,0.2,-3%
O=C(NC1CC1)C1CCCN(C(=O)Nc2ccc(F)cc2)C1 (stereo not drawn),-2%,-1%,-1%,-3,23%,i,-2%,8.2,-1%
Cc1cc(-c2ccccc2)nc(N/N=C/c2ccc(N(C)C)cc2)n1,-14%,11%,?,1,?,-43%[inhibitor],-1%,-0.5,-6%
NC(=O)c1ccsc1NC(=O)c1ccc(S(=O)(=O)N2CCCc3ccccc32)cc1,-7%,12%,14%,-7,?,-53%[inhibitor],2%,-4.6,-4%
Cc1noc(C)c1S(=O)(=O)N(CC(=O)Nc1ccc(F)cc1F)c1ccc(C(C)C)cc1,·,·,-5%,·,?,-60%[inhibitor],-11%,·,·
CC(C)c1ccc(NC(=S)Nc2cccc3ccccc23)cc1,-15%,-2%,?,1,?,-13%,0%,-3.3,-11%
Cc1ccc(-c2noc(COc3ccc4c(c3)OCO4)n2)cc1,4%,-1%,0%,1,3%,i,-9%,0.5,-5%
Cc1cccn2c(=O)c3cc(C(=O)NCc4ccc(F)cc4)c(=N)n(CCCN4CCOCC4)c3nc12,2%,10%,98%[activator],2,0%,-3%,8%,-2.2,-21%
Cc1ccc(-n2nc(C)c(C3(O)C(=O)N(C(C)C)c4ccccc43)c2N)cc1 (stereo not drawn),-2%,-10%,-12%,0,19%,-23%,-13%,0.6,6%
COC(=O)c1ccc(Oc2nc(C(N)=O)cc(-c3ccccc3)n2)cc1,-9%,-16%,-12%,·,7%,-19%,0%,-2.3,-9%
Cc1cccc(OCC(=O)OCC(=O)NCC2CCCO2)c1C (stereo not drawn),-1%,-1%,-2%,1,-15%,i,-2%,-0.7,-2%
COc1ccc(OC)c(NC(=O)c2cccc(N3C(=O)C4C5C=CC(C6CC56)C4C3=O)c2)c1 (stereo not drawn),?,17%,-19%,1,?,-33%[inhibitor],15%,-0.2,4%
C=CCSc1nnc(-c2cc3c(s2)-c2ccccc2CC3)o1,-16%,23%,87%[activator],19,-24%,i,2%,0.0,-1%
CCOc1cccc(C2C(C(=O)c3ccc(C)o3)=C(O)C(=O)N2c2nccs2)c1 (stereo not drawn),-22%,-9%,4%,7,?,i,-4%,3.1,-22%
CCCCNC(=O)C1(C)CCCCCN1Cc1cccc2c(OC)cc(C(=O)OCC)cc12 (stereo not drawn),-14%,-5%,6%,4,?,-17%,5%,-0.2,0%
CCN(C(=O)CSc1nnc(-c2cccs2)n1N)c1c(N)n(Cc2ccccc2)c(=O)[nH]c1=O,12%,5%,3%,0,7%,-8%,5%,-0.6,-17%
COC(=O)c1[nH]c2ccccc2c1NC(=O)CN1CCN(c2cccc(OC)c2)C(C)C1 (stereo not drawn),-7%,25%,-18%,3,10µM*,i,7%,-1.7,-10%
CCCCC(C(=O)NCCC(C)C)N(CCCN1CCOCC1)C(=O)c1snc(C(N)=O)c1N (stereo not drawn),12%,-1%,-4%,·,14%,-10%[57.5 µM],-2%,5.3,-4%
CC/C=C/C(=O)N1CC2(CC(c3cccc(NC(=O)CC)c3)=NO2)C[C@H]1C(N)=O (stereo partly drawn),14%,12%,8%,-3,30%,-3%,3%,-0.2,-6%
Cc1ccc(S(=O)(=O)C2(C(=O)N3CCN(c4cc(C)ccc4C)CC3)CC2)cc1,-8%,17%,1%,11,?,-28%,7%,3.7,0%
COCCn1c(=N)c(C(=O)NC2CCCC2)cc2c(=O)n3cc(C)ccc3nc21,·,·,1%,·,13%,-15%,0%,·,·
CC[C@@]1(C(=O)OC)N[C@H](CN(C)S(=O)(=O)c2ccc(C(F)(F)F)cc2)[C@@H]2C(=O)N(C)C(=O)[C@@H]21,0%,-18%,0%,-3,11%,i,-2%,-0.8,-10%
Cc1ccc(Sc2ncccc2NC(=O)c2ccccc2Cl)cc1,0%,12%,14%,4,-26%,i,25%,-2.0,-3%
Cc1ccc([C@@H]2CC=C(C(=O)O)[C@H](c3cccc(Cl)c3)N2S(=O)(=O)c2ccc(C)cc2)cc1,?,-8%,16%,-2,?,-77%[inhibitor],-2%,-0.3,?
COc1ccc(NC(=S)NCCN2CCC(C)CC2)cc1Cl,-6%,5%,3%,5,?,-24%,1%,5.0,11µM*
CCOc1ccc(NC(=O)NCCCN2CCN(c3ccc(F)cc3)CC2)cc1,·,·,-14%,·,-31%,-41%,0%,·,·
Cn1cncc1COC(=O)c1ccc(Cl)cc1,3%,6%,-8%,0,21%,-38%[inhibitor],-1%,-1.7,-13%
COCc1ccc(-c2c(-c3ccsc3)oc(=O)c3cc(OC)c(OC)cc23)cc1,-8%,7%,0%,1,22%,-52%,1%,-0.7,4%
Cc1cccc(C(=O)OC(C)C(=O)N2CCN(Cc3ccccc3)CC2)c1 (stereo not drawn),5%,-1%,-1%,-2,?,-2%,3%,-1.1,-1%
CCOC(=O)c1sc2nc(C)[nH]c(=O)c2c1C,-3%,8%,16%,1,6%,?,-2%,0.0,-16%
CCn1c(SCC(=O)Nc2ccccc2Cl)nnc1C1CC1,?,-3%,20%,6,2%,i,4%,3.1,-16%
Cc1cc(C(=O)NN=C2CCCCCC2)c(C)o1,-10%,11%,0%,2,20%,i,1%,-1.9,-15%
